# OPRM1-OPRD1 ag: agonists of OPRM1-OPRD1 heterodimerization, primary screen, cell-based, luminescence | Mu-type opioid receptor (Homo sapiens) + Delta-type opioid receptor (Homo sapiens), … | cells | activation, % at 9.3 µM | hit rate 0.3% among 340,000; in the data active = activation above about 18%;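 note: 0% = vehicle-treated cells and 100% = reference agonist; values of inactives mirror those of a sister screen read the other way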
# PKA-R1A activ: activators of PKA-R1A holoenzyme, primary screen, biochemical, fluorescence polarization, Cy5-IP20, bovine R1A, mouse PKAc. cAMP-dependent protein kinase type I-alpha regulatory subunit (Bos taurus) + …. PKA-R1A dissociation; scaled: DMSO 0%, 113 µM cGMP 100%. activation, % at 11.4 µM. hit rate 0.083% among 340,000. AID 504707, 2011;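 active = percent activation above the mean of all tested compounds plus 3 SD, cut at about 19% in these data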;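 note: higher means more PKAc released from R1A so a rise in polarization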
# DSG3 Ab inh: inhibitors of pemphigus antibody binding to DSG3, primary screen, biochemical, bead-based, flow cytometry, scFv-GFP; DSG3-coupled beads, scFv-anti-DSG3-GFP binding; stronger effect = lower value; binding (percent of control), % at 10 µM; hit rate 0.48% among 310,000; AID 588358, 2011;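 active = binding more than 3 SD below its plate's average and above zero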; note: some compounds called inactive have numbers as strong as hits
# Target sequence (P32926 whole entry, looked up): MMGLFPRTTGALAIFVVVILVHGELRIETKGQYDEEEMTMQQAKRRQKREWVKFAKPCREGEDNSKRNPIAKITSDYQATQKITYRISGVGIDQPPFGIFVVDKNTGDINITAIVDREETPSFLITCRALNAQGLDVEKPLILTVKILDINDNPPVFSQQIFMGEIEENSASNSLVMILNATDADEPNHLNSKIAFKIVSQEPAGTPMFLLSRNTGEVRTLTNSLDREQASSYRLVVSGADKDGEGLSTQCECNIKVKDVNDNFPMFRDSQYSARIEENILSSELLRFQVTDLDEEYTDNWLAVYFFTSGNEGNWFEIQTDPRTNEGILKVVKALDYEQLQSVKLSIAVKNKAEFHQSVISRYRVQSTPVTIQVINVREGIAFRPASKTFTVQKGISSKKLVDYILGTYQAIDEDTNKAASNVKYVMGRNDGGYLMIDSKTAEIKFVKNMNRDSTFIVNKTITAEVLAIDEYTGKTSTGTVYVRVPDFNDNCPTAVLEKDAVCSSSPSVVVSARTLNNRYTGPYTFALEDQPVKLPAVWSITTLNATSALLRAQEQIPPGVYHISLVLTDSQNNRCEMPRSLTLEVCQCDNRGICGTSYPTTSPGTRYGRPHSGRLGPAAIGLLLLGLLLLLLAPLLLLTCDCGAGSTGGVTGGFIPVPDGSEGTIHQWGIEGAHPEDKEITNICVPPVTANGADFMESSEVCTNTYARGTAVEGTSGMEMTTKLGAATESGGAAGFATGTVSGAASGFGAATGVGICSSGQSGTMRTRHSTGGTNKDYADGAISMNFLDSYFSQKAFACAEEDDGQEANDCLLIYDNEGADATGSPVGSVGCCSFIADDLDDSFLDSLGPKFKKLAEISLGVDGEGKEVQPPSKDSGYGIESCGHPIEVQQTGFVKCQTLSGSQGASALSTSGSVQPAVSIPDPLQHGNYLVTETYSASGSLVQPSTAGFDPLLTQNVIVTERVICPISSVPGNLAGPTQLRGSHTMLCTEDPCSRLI
# MOR-DOR inv ag: inverse agonists of MOR-DOR heterodimerization, primary screen, cell-based, luminescence. Mu-type opioid receptor (Homo sapiens) + Delta-type opioid receptor (Homo sapiens), …. inhibition, % at 9.3 µM. cell-based MOR-DOR heterodimer luminescence, inverse agonism. hit rate 0.21% among 340,000; in the data active = inhibition above about 22%, passing the limit was not always enough;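 note: 0% = cells with DMSO and 100% = wells without cells with DMSO; values of inactives mirror those of a sister screen read the other way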
# Mot1-301 SUMO: yeast Mot1-301 growth rescue at high temperature, primary screen, SUMOylation pathway inhibitor project, S. cerevisiae, ATP luminescence, 38.5C; hit rate 1% among 320,000; growth rescue, % at 18.8 µM; S. cerevisiae Mot1-301 growth rescue; percent above DMSO median, 100 means doubled;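 active = every valid replicate shows activation above 250% relative to neutral control wells; inactive = the rest, any valid replicate at or below 250%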;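 note: OY570 slx delta 5 strain wells were the positive control but not used for scaling; some compounds called inactive have numbers as strong as hits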
# phage Ecoli inh: growth loss of phage-infected E. coli, primary screen, RecBCD inhibitor project, absorbance, with phage, HTS; inhibition, % at 11.9 µM; hit rate 0.26% among 360,000; AID 651602, 2012; in the data active = inhibition above about 11%
# PfHsp90 set2: growth inhibition of PfHsp90-expressing yeast, primary screen, antimalarial PfHsp90 inhibitor project, S. cerevisiae, BacTiter-Glo luminescence, single point, set 2; hit rate 0.32% among 310,000; inhibition, % at 9.4 µM; BacTiter-Glo ATP, 48 h; yeast lacking PDR1 and PDR3 efflux regulators;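 active = every replicate shows inhibition above about 80%, whatever the replicate mean, limit read from the data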;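 note: 0% = DMSO neutral controls and 100% = 20 µM radicicol positive controls; yeast relying on Plasmodium falciparum Hsp90 in place of its own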
# HTR5A ag ctr: HTR5A agonists in luminescence cell assay, primary screen, counter-screen for OPRM1-OPRD1 heterodimer agonist project, full-deck HTS | 5-hydroxytryptamine receptor 5A (Homo sapiens), P47898 | cell-based | activation, % at 9.3 µM | hit rate 0.61% among 340,000; in the data active = activation mostly above about 9.5%, no sharp cut-off; inactive = mostly below about 7.6%;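 note: 0% = cells with vehicle only and 100% = reference agonist; strong numbers were not always called active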
# HTR5A inv ag: HTR5A inverse agonists in luminescence cell assay, primary screen, counter-screen for OPRM1-OPRD1 heterodimer inverse agonist project, full-deck HTS; 5-hydroxytryptamine receptor 5A (Homo sapiens), P47898; HTR5A cell line, inverse agonism; inhibition, % at 9.3 µM; hit rate 0.083% among 340,000; AID 504634, 2011; in the data active = inhibition mostly above about 23%, no sharp cut-off; inactive = mostly below about 18%;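 note: 0% = cells with DMSO and 100% = no-cell wells with DMSO; some compounds called inactive have numbers as strong as hits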
# AddAB inh: growth inhibition of E. coli expressing H. pylori AddAB, primary screen, AddAB inhibitor project, absorbance; inhibition, % at 11.9 µM; hit rate 0.29% among 330,000; in the data active = inhibition above about 12%;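 note: 0% = vehicle wells of infected cells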
# Ecoli viability: E. coli V3065 growth inhibition, primary screen, counter-screen for AddAB inhibitor project, absorbance, OD600 | 18 h | inhibition, % at 11.9 µM | hit rate 0.27% among 330,000;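 active = inhibition above the campaign's mean inhibition across all tested compounds plus 3 SD, cut at about 9.9% in these data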;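 note: uninfected addAB+ strain grown without phage in ampicillin broth; 0% = DMSO wells and 100% = ciprofloxacin 0.95 µg/ml wells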
# Numbers without * were called inactive; · = no result given.
item	Structure	OPRM1-OPRD1 ag	PKA-R1A activ	DSG3 Ab inh	MOR-DOR inv ag	Mot1-301 SUMO	phage Ecoli inh	PfHsp90 set2	HTR5A ag ctr	HTR5A inv ag	AddAB inh	Ecoli viability
1	O=C(CCN1C(=O)C2CCCCC2C1=O)Nc1cc(F)ccc1F (centres undefined)	-0.8	6	104	5	7	3.4	-6	1	-12	0.4	2.2
2	N#C/C(=C\c1ccc(OCC(N)=O)cc1)C(=O)NC1CC1	-3.3	6	104	11	-13	0.2	5	4	12	-1.4	0.3
3	CCOC(=O)Cn1c(=O)c2c(nc3n2CC(C)CN3Cc2ccccc2)n(C)c1=O (centres undefined)	-2.2	-11	102	11	2	2.1	-12	-2	1	1.4	1.9
4	Cc1nnc(C)c2c(C)n(-c3ccccc3N)c(C)c12	1.2	9	98	-6	·	2.7	12	0	0	-1.0	-0.2
5	COc1ccc(CNC(=O)CN(Cc2ccc(OC)cc2)C(=O)CCC(=O)Nc2nccs2)cc1	0.5	12	99	-3	207	2.3	12	-3	-4	2.5	-0.8
6	Cc1cccc(C(=O)N2[C@@H](C(C)C)COc3cc(Br)ccc3S2(=O)=O)c1	3.2	-17	106	-15	·	-0.8	39	6	-21	·	·
7	O=C(CSc1nnc(CNc2ccc(F)cc2)n1Cc1ccco1)NC1CC1	0.9	1	104	-6	-12	2.9	-33	-2	-7	0.4	-1.4
8	NS(=O)(=O)c1ccc(Nc2nc(-c3ccc(O)cc3O)cs2)cc1	3.3	-8	120	-20	-15	-0.7	-3	5	-11	3.9	1.6
9	CCOC(=O)C1=C(N)N2C(=O)C(C)SC2=C(C(=O)OCC)C1c1ccc(O)cc1 (centres undefined)	-2.3	-12	96	12	4	4.6	24	-1	3	1.7	0.3
10	O=C(NCC(=O)N1CCN(c2cccc(Cl)c2)CC1)c1ccc(Br)o1	-2.1	6	103	10	24	1.0	5	-3	4	-0.7	1.3
11	CCOC(=O)c1nc(C)n(-c2cc(Cl)cc(Cl)c2)n1	0.1	2	99	-1	1	1.6	-3	5	-6	1.9	0.8
12	O=C(Nc1ccc(-c2cscn2)cc1)C1CCCN(Cc2ccc(CO)o2)C1 (centres undefined)	-2.7	-5	116	15	11	1.1	2	2	-8	·	·
13	CCc1c(C(=O)Nc2cc(C)ccc2OC)[nH]c(C)c1C(C)=O	4.6	7	·	-23	0	3.3	-33	0	-1	3.5	-0.3
14	O=C(Cc1ccccc1)N/N=C/c1cc(Br)cs1	2.5	-12	109	-13	5	1.6	0	5	19	0.8	-1.5
15	COc1ccc(NC(=O)NC2CCCc3ccccc32)cc1 (centres undefined)	0.4	-5	100	-2	10	1.0	-12	-1	23	·	·
16	CCOc1ccc(N2C(=O)c3cccnc3C2Nc2ccc(F)cc2)cc1 (centres undefined)	0.0	-6	97	0	-10	1.0	-7	3	-10	2.2	-1.0
17	COc1cc(NC(=O)c2cc3c(C)nc4ccccc4c3o2)cc(OC)c1OC	2.0	-9	100	-12	6	-0.6	0	9	-13	-1.8	1.6
18	O=C(NCCN1C(=O)S/C(=C\c2ccc(Cl)cc2)C1=O)C1=COCCO1	-3.2	-10	91	16	-26	0.5	-33	1	-6	-1.8	-2.5
19	O=C(O)c1cccc(NC(=S)N/N=C/c2cccc(O)c2)c1	0.0	-4	100	0	-3	6.4	3	1	1	-0.6	2.2
20	CCCCNC(=S)N1CCN(C)CC1	-5.0	0	91	24	-13	2.8	15	-1	-5	0.9	-0.7
21	CCOC(=O)CC1=C(C#N)C(c2cccnc2)C(C(=O)OCC)=C(N)O1 (centres undefined)	-2.4	2	·	10	1	4.1	14	3	-6	0.7	-0.9
22	COc1ccc(CCC(=O)Nc2cc3c4c(c2)CCC(=O)N4CCC3)cc1	-2.0	8	93	13	-12	-1.9	-3	1	-31	1.9	0.3
23	CCOC(=O)N1CCN(C(=O)Nc2ccccc2Cl)CC1	-1.9	0	98	11	1	2.2	5	2	-6	-0.3	0.4
24	CC(=O)NS(=O)(=O)c1ccc(NC(=O)c2ccc(-n3nc(C)cc3C)cc2)cc1	-1.6	-6	94	8	-4	3.3	1	2	-4	-1.7	-2.7
25	Cn1c(=O)c2c(nc(NCC3CCCC(CN)C3)n2Cc2ccc(Cl)cc2Cl)n(C)c1=O (centres undefined)	-0.2	-7	93	1	-4	0.9	-5	6	-23	-2.2	-0.6
26	COC(=O)c1ccc(CSc2nc3cc(Cl)ccc3o2)cc1	0.4	-4	92	-2	-15	0.6	-17	6	5	0.6	0.9
27	CCc1nnc(N/N=C/c2cc(C)c(C)cc2C)n1N	4.5	4	109	-21	13	0.4	-3	0	-2	·	·
28	Cc1ccc(-n2c(SCC(=O)NCCN3C(=O)CSC3=O)nnc2-c2ccccc2)cc1C	-4.1	-4	109	21	·	0.7	-10	-3	-2	1.1	-0.6
29	NS(=O)(=O)c1ccc(CNC(=O)c2cc(=O)[nH]c3ccccc23)cc1	1.7	7	106	-14	145	1.7	1	3	-9	2.3	0.1
30	Cc1cc(NC(=O)Cn2ccc([N+](=O)[O-])n2)no1	-0.7	-2	105	3	86	1.0	-37	-8	11	4.2	1.6
31	Cc1ccc(/C=C/C(=O)N2CCC(Cc3ccccc3)CC2)cc1	1.0	-4	·	-6	8	1.3	-1	3	-13	0.8	-0.3
32	CCc1ccc(CN(C(=O)c2cc3ccccc3oc2=O)C2CCS(=O)(=O)C2)cc1 (centres undefined)	-3.0	5	101	13	-30	2.6	-12	12	-33	-1.1	-2.6
33	CC1CCCN(CCCNC(=O)c2ccc3c(c2)N(Cc2ccc(F)cc2)C(=O)c2ccccc2S3=O)C1 (centres undefined)	-3.0	-4	105	15	8	2.5	-4	-3	17	2.4	-0.2
34	Cc1cc(C)c(C(=O)NC2CCCc3c2cnn3-c2cccc(C)c2C)o1 (centres undefined)	-2.6	-7	93	14	19	0.8	-10	5	2	-1.5	-0.8
35	COc1ccc(C(=O)NC(=S)NNC(=O)c2cccnc2)cc1	-2.9	0	96	16	14	-4.7	6	-6	15	-3.3	-7.2
36	O=C(O)c1ccccc1C(=O)Nc1cccc([N+](=O)[O-])c1	-2.5	-3	95	13	22	1.3	2	-2	6	1.8	0.3
37	CCCNC(=O)N1CCC(C(=O)c2cccc(F)c2)CC1	-1.0	-3	110	6	-6	0.9	6	2	-2	1.9	1.4
38	COc1ccc(OC)c(-c2cc(-c3cccnc3)nc(N)c2C#N)c1	-1.7	0	105	9	-2	1.3	-23	5	-32	2.1	-4.0
39	c1ccc(CSc2ccc(-c3ccc4c(c3)OCO4)nn2)cc1	-0.6	-6	1.2*	3	-8	0.2	-3	2	-31	-1.2	-0.3
40	CC(=O)Nc1ccc(NC(=O)CCc2ccc(C)o2)cc1	-3.3	-4	·	17	1	0.5	16	-3	10	1.4	-0.4
41	CC(=O)c1cccc(Nc2nc(N3CCOCC3)nc(N3CCOCC3)n2)c1	-1.7	0	·	9	-2	-2.2	3	-2	7	4.6	0.1
42	CCCN(CCC)CCNC(=O)CS(=O)Cc1nc(-c2ccc(C)cc2)oc1C (centres undefined)	0.2	-3	·	-1	-15	0.2	·	-1	2	2.4	-0.4
43	O=C(N/N=C/c1ccc(Cl)cc1Cl)c1ccc(-n2cnnn2)cc1	-3.6	1	94	14	11	1.1	·	-2	17	0.4	0.5
44	Cc1cc(N2CCN(c3cccc(C)c3C)CC2)nc(-c2ccccc2)n1	-0.4	3	·	2	93	1.6	135*	4	-8	2.4	-1.6
45	COc1ccc(-n2c(SCC(=O)N(C)C3CCS(=O)(=O)C3)nc3ccc(O)cc3c2=O)cc1OC (centres undefined)	-3.1	10	109	15	10	1.8	5	1	-4	0.9	-0.2
46	CN(C)Cc1ccc(O)c(CCc2ccccc2)n1	-0.1	9	94	1	-18	2.7	20	-3	11	1.1	-0.4
47	CCOC(=O)CSc1c(-c2ccc(Cl)cc2)[nH]c2ccccc12	8.5	-11	106	-62	12	2.4	0	-2	6	4.0	0.5
48	O=C(/C=C/c1ccc(Cl)cc1Cl)n1cccn1	3.5	-1	98	-21	-15	0.8	13	-1	1	-0.8	0.4
49	CCOCCCn1c(SCC(=O)N(C)C2CCS(=O)(=O)C2)nc2ccccc2c1=O (centres undefined)	-1.7	8	102	8	-13	-2.9	17	-2	6	3.9	4.7
50	CC12CCC(=O)N1C(C(=O)Nc1nccs1)CS2 (centres undefined)	-1.7	-1	96	9	·	2.1	·	3	3	·	·
51	CC[C@@H](C)[C@@H]1CN([C@@H](C)CN2CCC[C@H]2CN2C(N)=NC[C@@H]2Cc2ccccc2)C(=N)N1CCc1ccc(Cl)c(Cl)c1	-1.2	5	107	7	-32	·	8	-12	-20	3.7	3.1
52	Cc1ccc(SCC(=O)N2CCN(S(=O)(=O)c3cccs3)CC2)cc1	-0.2	1	127	1	14	0.0	2	-2	8	-0.1	-0.5
53	COc1ccc(NC(=O)c2c(C)nn(Cc3ccccc3)c2Cl)cc1S(=O)(=O)N1CCOCC1	-0.9	-5	101	5	-22	2.3	3	8	11	3.8	0.9
54	S=C(NC1CC1)N1CCN(C(=S)NC2CC2)CC1	-3.4	0	·	18	106	0.6	1	2	3	4.0	1.3
55	COC(=O)c1ccccc1NC(=O)C1CC(=O)N(c2ccc(OC)cc2)C1 (centres undefined)	-1.2	-1	120	6	11	2.9	·	-1	2	2.9	0.9
56	CCOCC(=O)N1CCc2ccccc21	-1.9	3	97	9	-5	2.2	·	-1	15	0.4	-0.2
57	CCCC(=O)C1=C(O)C(C(=O)OC)C(C)(C)CC1=Nc1ccc(C)cc1 (centres undefined)	-0.9	2	93	5	9	0.3	17	-10	-2	4.6	2.0
58	CC1CCCN(C(=O)Cc2cn(Cc3cccc(Cl)c3)c3ccccc23)C1 (centres undefined)	4.7	-10	90	-29	-24	2.0	-29	6	5	-0.5	-1.6
59	C=CCN=C(NC#N)SC	-1.1	-8	113	5	-10	-3.3	3	-1	2	3.2	-3.2

# High-throughput results as filed in PubChem BioAssay.
